mHTT CaM bind – mHTT-calmodulin interaction abrogation | P42858 | hit rate 3.6% among 190,000 | inhibition, % at 15 µM | AlphaScreen His-mHTT/GST-CaM binding, luminescence;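 note: 0% = both proteins with DMSO and 100% = one protein alone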
Target sequence (P42858 whole entry, looked up, stated change not applied): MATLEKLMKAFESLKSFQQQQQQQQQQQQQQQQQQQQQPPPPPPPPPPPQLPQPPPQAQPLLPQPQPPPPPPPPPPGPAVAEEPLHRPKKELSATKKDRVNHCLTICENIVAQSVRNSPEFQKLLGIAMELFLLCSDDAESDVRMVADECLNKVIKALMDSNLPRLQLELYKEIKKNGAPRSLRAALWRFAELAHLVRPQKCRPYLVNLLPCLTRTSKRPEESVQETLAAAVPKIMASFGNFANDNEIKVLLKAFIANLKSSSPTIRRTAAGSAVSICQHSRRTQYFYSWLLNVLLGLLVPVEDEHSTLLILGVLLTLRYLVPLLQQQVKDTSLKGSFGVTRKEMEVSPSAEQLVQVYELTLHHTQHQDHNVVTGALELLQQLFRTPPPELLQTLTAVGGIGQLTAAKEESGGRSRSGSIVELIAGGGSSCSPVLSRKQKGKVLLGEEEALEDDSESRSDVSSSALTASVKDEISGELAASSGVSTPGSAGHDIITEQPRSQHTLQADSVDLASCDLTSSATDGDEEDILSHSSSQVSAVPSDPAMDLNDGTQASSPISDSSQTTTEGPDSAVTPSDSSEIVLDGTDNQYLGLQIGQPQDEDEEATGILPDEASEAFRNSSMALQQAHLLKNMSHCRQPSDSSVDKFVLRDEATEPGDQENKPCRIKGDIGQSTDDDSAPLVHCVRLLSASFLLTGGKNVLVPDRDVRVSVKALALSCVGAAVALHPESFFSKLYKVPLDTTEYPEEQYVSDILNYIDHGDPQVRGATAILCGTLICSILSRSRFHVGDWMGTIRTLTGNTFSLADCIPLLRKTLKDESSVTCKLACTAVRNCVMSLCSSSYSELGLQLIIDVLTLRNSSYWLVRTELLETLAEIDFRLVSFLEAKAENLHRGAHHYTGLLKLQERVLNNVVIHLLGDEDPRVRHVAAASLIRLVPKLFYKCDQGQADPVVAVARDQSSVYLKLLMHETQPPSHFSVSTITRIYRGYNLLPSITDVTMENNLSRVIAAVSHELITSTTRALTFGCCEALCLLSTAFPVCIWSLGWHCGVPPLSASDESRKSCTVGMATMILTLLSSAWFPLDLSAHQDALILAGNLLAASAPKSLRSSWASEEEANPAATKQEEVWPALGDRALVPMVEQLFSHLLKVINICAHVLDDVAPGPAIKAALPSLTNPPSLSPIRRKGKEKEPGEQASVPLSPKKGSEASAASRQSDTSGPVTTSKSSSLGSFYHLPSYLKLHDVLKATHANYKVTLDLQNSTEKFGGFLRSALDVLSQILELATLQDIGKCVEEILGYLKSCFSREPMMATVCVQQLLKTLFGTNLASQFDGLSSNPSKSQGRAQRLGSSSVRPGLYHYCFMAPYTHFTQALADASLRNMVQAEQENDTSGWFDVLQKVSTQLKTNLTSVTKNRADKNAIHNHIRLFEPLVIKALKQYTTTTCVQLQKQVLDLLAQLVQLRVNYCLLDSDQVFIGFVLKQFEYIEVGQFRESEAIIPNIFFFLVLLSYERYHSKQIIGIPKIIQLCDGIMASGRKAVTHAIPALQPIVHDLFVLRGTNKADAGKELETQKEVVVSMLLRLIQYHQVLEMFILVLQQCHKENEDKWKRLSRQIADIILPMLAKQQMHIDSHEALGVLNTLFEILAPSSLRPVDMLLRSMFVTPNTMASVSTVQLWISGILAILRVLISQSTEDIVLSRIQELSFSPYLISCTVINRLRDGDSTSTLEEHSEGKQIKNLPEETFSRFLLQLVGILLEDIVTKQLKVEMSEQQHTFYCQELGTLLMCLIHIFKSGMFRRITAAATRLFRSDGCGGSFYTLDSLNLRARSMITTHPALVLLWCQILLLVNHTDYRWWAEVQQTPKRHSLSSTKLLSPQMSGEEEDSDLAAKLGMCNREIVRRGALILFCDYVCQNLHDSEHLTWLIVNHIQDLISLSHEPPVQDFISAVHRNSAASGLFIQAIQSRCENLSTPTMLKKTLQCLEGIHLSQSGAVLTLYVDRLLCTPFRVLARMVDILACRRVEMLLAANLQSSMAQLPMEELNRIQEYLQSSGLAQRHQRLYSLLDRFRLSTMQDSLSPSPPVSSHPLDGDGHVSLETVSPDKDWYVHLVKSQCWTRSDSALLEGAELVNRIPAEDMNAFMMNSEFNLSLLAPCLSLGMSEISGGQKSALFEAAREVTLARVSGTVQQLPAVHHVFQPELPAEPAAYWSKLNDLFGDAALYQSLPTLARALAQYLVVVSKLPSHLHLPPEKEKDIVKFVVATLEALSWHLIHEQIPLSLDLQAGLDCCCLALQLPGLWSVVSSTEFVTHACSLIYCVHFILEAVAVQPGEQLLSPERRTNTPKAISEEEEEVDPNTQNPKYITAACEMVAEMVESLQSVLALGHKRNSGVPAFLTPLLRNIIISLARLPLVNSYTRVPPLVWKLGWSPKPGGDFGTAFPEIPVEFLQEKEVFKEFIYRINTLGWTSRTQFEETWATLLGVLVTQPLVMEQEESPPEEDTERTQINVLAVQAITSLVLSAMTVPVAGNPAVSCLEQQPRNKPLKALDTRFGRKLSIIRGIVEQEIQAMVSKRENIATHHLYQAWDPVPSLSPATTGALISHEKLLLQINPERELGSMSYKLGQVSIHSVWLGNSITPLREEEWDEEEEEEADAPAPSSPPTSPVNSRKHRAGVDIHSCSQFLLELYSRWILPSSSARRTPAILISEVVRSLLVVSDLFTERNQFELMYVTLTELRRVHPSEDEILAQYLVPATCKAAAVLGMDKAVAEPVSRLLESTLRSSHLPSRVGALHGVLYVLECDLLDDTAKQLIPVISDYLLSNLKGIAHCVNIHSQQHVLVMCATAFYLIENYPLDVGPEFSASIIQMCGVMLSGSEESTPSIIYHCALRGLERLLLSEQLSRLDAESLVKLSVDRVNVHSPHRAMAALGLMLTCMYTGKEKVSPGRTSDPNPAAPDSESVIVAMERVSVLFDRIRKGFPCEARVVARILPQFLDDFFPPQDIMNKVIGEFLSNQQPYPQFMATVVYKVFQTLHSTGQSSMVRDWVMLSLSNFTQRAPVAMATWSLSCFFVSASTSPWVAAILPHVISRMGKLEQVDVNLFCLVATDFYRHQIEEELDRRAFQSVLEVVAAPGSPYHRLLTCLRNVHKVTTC
Pf apPOL block – Pf-apPOL DNA polymerase inhibition. inhibition, % at 10 µM. Recombinant Pf-apPOL, molecular beacon fluorescence, 1.5 h. AID 1794808. hit rate 0.25% among 210,000
* marks the source's active call; other numbers are inactive results; i = inactive; · = not tested or not shown; & = joins results of further samples. Cut-off read from the data, not from the text of the source: active = inhibition above about 50%; inactive = the rest. Compounds were not picked by outcome; any-hit rate near 3.6%.

Compound | mHTT CaM bind | Pf apPOL block
CCOC(=O)c1sc(-c2ccc(-c3ccon3)s2)nc1C | · | -5
COc1ccc(CC(=O)NC2C3CC4CC(C3)CC2C4)cc1OC (stereo not drawn) | 5 | -3
COC(=O)c1ccccc1NC(=O)N1CCC(N2CCN(Cc3ccccc3)C2=O)CC1 | 10 | 4
CC(C)(C)N=C1Nc2ccccc2NC12CCCN(C(=O)c1ccc3nc[nH]c3c1)C2 (stereo not drawn) | 26 | 7
CC12CC(NC(=O)N1c1cccc(F)c1)c1cc(Br)ccc1O2 (stereo not drawn) | -5 | -1
CCn1ccc2sc(C)c(C(=O)N3CCN(c4ccccc4)CC3)c2c1=O | 59* | -7
COc1ccc(Cl)cc1N(CC(=O)NCc1ccco1)S(=O)(=O)c1ccccc1 | 8 | -12
CCn1cc(C(=O)NN)c(=O)c2cc(F)c(N3CCCCC3)cc21 | 2 | -3
Cc1ccc(S(=O)(=O)N2C/C(=C\c3ccccc3)c3c2cc([N+](=O)[O-])cc3[N+](=O)[O-])cc1 | 9 | -10
CCc1ccc(C2CC(c3cc(OC)ccc3OC)n3nnnc3N2)cc1 (stereo not drawn) | 30 | -2
Cc1c(C(=O)Nc2cccc(NC(=O)c3ccccc3Cl)c2)cccc1[N+](=O)[O-] | 11 | -8
CCOc1ccc(CN2CCc3nc(Nc4ccc(F)cc4)ncc3C2)cc1OCC | -8 | -7
Cc1ccc(NC(=O)C2CCN(c3ccncc3)CC2)c(Br)c1 | 1 | 3
CCC(=O)Oc1ccc2cc(-c3ccc(OC)cc3)c(=O)oc2c1 | -10 | -3
Cc1cccc(Sc2nccnc2N2CCCC(C(=O)NCC(C)C)C2)c1 (stereo not drawn) | -3 | -2
CCOC(=O)c1c(N=Cc2cc(Br)c(Br)cc2O)sc2c1CCCC2 | · | -3&3
COc1ccc(C2(CNC(=O)c3ccc(OC)c(OC)c3)CCCC2)cc1 | 6 | 0
CCCCS(=O)(=O)NC1=NCN(Cc2ccccc2)CN1 | 1 | -9
OC(COC12CC3CC(CC(C3)C1)C2)CN1CCN(c2cccc(Cl)c2)CC1 (stereo not drawn) | 22 | -12
C=C(c1ccccc1O)n1ccnc1 | · | -15
CCCNC(=O)C(=O)Nc1cccc(C)c1 | -5 | -12
COc1ccc(S(=O)(=O)NC2CC(C)(C)NC(C)(C)C2)cc1OC | 0 | -1
Cc1nc2nc(N)[nH]n2c(=O)c1Cc1ccccc1 | 0 | 3
O=C(NC(OCc1ccccc1)(C(F)(F)F)C(F)(F)F)c1ccccc1 | · | -4
O=C(NCc1cc(-c2cccs2)on1)c1cc2ccccc2[nH]1 | 9 | -1
c1ccc(-c2ccccc2OCCCN2CCCC2)cc1 | 2 | -4
c1ccc(C2=NN3C(C2)c2ccccc2OC32CCCCC2)cc1 (stereo not drawn) | 44 | -1
CCc1ccc(O)c(N=Cc2cc([N+](=O)[O-])cc(Br)c2O)c1 | 20 | 21
COc1cc2c(cc1OC)C(COc1ccc3c(C)cc(=O)oc3c1)N(C(=O)c1cccc([N+](=O)[O-])c1)CC2 (stereo not drawn) | 3 | -2
Cc1ccc(-n2cnc3cc(C(=O)N4CCC5(CC4)OCCO5)ccc32)c(C)c1 | 11 | 26

Arranged by length of the SMILES (high to low): 3 of the compounds above.
Compound | mHTT CaM bind | Pf apPOL block
O=C(NC(OCc1ccccc1)(C(F)(F)F)C(F)(F)F)c1ccccc1 | · | -4
c1ccc(C2=NN3C(C2)c2ccccc2OC32CCCCC2)cc1 (stereo not drawn) | 44 | -1
c1ccc(-c2ccccc2OCCCN2CCCC2)cc1 | 2 | -4

Some of the entries above in a different format.
The line under a structure holds: mHTT CaM bind	Pf apPOL block
CCOc1ccc(CN2CCc3nc(Nc4ccc(F)cc4)ncc3C2)cc1OCC
 : -8	-7
Cc1ccc(NC(=O)C2CCN(c3ccncc3)CC2)c(Br)c1
 : 1	3
CCC(=O)Oc1ccc2cc(-c3ccc(OC)cc3)c(=O)oc2c1
 : -10	-3
Cc1cccc(Sc2nccnc2N2CCCC(C(=O)NCC(C)C)C2)c1 (stereo not drawn)
 : -3	-2
CCOC(=O)c1c(N=Cc2cc(Br)c(Br)cc2O)sc2c1CCCC2
 : ·	-3&3
COc1ccc(C2(CNC(=O)c3ccc(OC)c(OC)c3)CCCC2)cc1
 : 6	0
CCCCS(=O)(=O)NC1=NCN(Cc2ccccc2)CN1
 : 1	-9
OC(COC12CC3CC(CC(C3)C1)C2)CN1CCN(c2cccc(Cl)c2)CC1 (stereo not drawn)
 : 22	-12
C=C(c1ccccc1O)n1ccnc1
 : ·	-15
CCCNC(=O)C(=O)Nc1cccc(C)c1
 : -5	-12
COc1ccc(S(=O)(=O)NC2CC(C)(C)NC(C)(C)C2)cc1OC
 : 0	-1
Cc1nc2nc(N)[nH]n2c(=O)c1Cc1ccccc1
 : 0	3
O=C(NC(OCc1ccccc1)(C(F)(F)F)C(F)(F)F)c1ccccc1
 : ·	-4
O=C(NCc1cc(-c2cccs2)on1)c1cc2ccccc2[nH]1
 : 9	-1
c1ccc(-c2ccccc2OCCCN2CCCC2)cc1
 : 2	-4
c1ccc(C2=NN3C(C2)c2ccccc2OC32CCCCC2)cc1 (stereo not drawn)
 : 44	-1

Going on with the list.
Compound | mHTT CaM bind | Pf apPOL block
C[C@H]1CN(C2CCCCC2)C(=O)[C@@H]1CC(=O)NCc1ccccc1 | 1 | -1
CCNC(=O)c1cncc(-c2csc3ccccc23)c1 | 8 | 8
OCCCNc1ncnc2c1c(-c1ccccc1)cn2-c1ccccc1 | 30 | -3
C#CCn1c2ccccc2c2nc3ccccc3nc21 | -3 | 0
O=S(=O)(c1ccccc1)N1CCC(c2noc(-c3ccccc3)n2)CC1 | 0 | -3
CC(=O)c1cccc(NC(=O)c2ccc(N(Cc3ccc(C)cc3)S(C)(=O)=O)cc2)c1 | 25 | -18
O=c1ccc(-c2noc(C=Cc3ccccc3Cl)n2)c[nH]1 | -1 | 0
O=C1c2ccccc2-c2nn3nnnc3nc21 | 8 | ·
Cc1ccccc1CS(=O)(=O)Cc1ccc(C(=O)NC(C)C)o1 | 6 | -11
Fc1cccc(-c2nc(-c3ccnc(N4CCOCC4)c3)no2)c1 | -4 | 1
CCOc1ccc(CN(CCc2ccc3c(c2)OCO3)Cc2cccnc2)cc1 | 22&18 | -16&0
CCOc1ccc(/C=C2\CN(C)C/C(=C\c3ccc(OCC)c(OC)c3)C2=O)cc1OC | 31 | 6
O=C(Nc1ccc(Cl)cc1)C1CCCN(c2nnc3ccc(C(F)(F)F)cn23)C1 (stereo not drawn) | 29 | -4
COc1ccc(S(=O)(=O)N2CCN(C)C(c3ccc(C)cc3)C2)cc1 (stereo not drawn) | 22 | 9
CC(C)N(CC#CCNC(=O)Cc1cccc2ccccc12)C(C)C | -1 | -4
NS(=O)(=O)c1ccc(CNC(=O)c2ccccc2Cl)cc1 | -1 | -5
CN1CCC(=O)N([C@H](COc2ccccc2)Cc2ccccc2)CC1 | 7 | -10
Cc1cccc(CNC(=O)C(=O)Nc2ccccc2Cl)c1 | -7 | -9
COc1cccc(-c2cc(C(F)(F)F)nc(N3CCN(C)CC3)n2)c1 | 34 | -10
COc1ccc(C(=O)N2CCC(COc3ccc(C(=O)N4CCCCC4)cc3)CC2)cc1 | 9 | -2
C[C@H]1[C@H](c2ccccc2)Oc2cc(Br)ccc2S(=O)(=O)N1Cc1ccc(Cl)cc1 | -11 | -4
O=C(Nc1ccc2c(c1)OCO2)c1cnc2n(c1=O)CCS2 | 17 | -1
CCN(CC)C(=O)CC[C@@H]1CC[C@]2(CCCN(Cc3ccccn3)C2)O1 | -1 | -13
Cc1ccccc1C(=O)Nc1ccc(Cl)c(-c2nc3ncccc3o2)c1 | 6 | 5
Cc1cccc(-n2cnc3cc(C(=O)NCC4CCCO4)ccc32)c1 (stereo not drawn) | 6 | 30
Cc1cccc(C(C)C)c1NC(=O)c1ccc(Cl)cc1Cl | -373 | 2
COc1cc(/C=C2/SC(N3CCOCC3)=NC2=O)cc(OC)c1OC | 5 | 9
COc1ccc(-c2c(C(F)(F)F)oc3c(CN4CCC(C)CC4)c(O)ccc3c2=O)cc1OC | 12 | 1
NC(=O)c1cc2cc(Br)ccc2[nH]1 | 19 | 0
CC(C)CSc1nc2c(c(=O)n(C)c(=O)n2C)n1Cc1ccc(F)cc1 | -5 | -6
O=c1c2ccccc2ncn1CCOc1cccc(Br)c1 | 4 | -3
Cc1ccc(C(=O)N2CCC(C(=O)N3CCN(c4ccccc4F)CC3)CC2)cc1 | 6 | 57*
CCC(=O)NC1CCN(c2ccccc2C(=O)N2CCC(C)CC2)CC1 | 3 | -26
CC(Oc1ccccc1)C(=O)Nc1ccc(Cl)cc1[N+](=O)[O-] (stereo not drawn) | 22 | -11
COc1ccc(N=C2C(=O)Nc3ccccc32)cc1 | 16 | -9
Cc1cc([N+](=O)[O-])nn1CC(=O)N1CCCCC1C (stereo not drawn) | -4 | -7
CCN1CCN(C(=O)c2cc3sc(C)c(CN4CCOCC4)c3[nH]2)CC1 | 8 | 0
c1ccc(-c2noc(-c3ccc(NC4CCCCC4)nc3)n2)cc1 | -13 | 1
CCCCC(=O)Nc1n[nH]c(C)c1-c1ccc(Cl)cc1 | 3 | 0
O=C(Cc1cccnc1)N1CCCC2(C1)Nc1ccccc1NC2=NC1CCCC1 (stereo not drawn) | 34 | 0
O=C(CNC(=O)c1ccccc1F)NC1CC1 | -1 | -5
C/C(=N\NC(=O)CCCCC(=O)N/N=C(\C)c1ccc(C)o1)c1ccc(C)o1 | i | ·
O=C1CCCC(=O)N1CCS(=O)(=O)N1CCC(c2nnc(-c3ccco3)s2)CC1 | -15 | -9
Cc1cc(OCCCCn2ccnc2)cc(C)c1Cl | 15 | 1
CCc1nnc(NS(=O)(=O)c2ccc(NC(=O)c3ccccc3F)cc2)s1 | 0 | -2
COc1ccc(-c2ncnn2-c2ccc(Cl)cc2)cc1OC | -4 | 1
Cc1ccc(NC(=O)CCC(=O)Nc2ccc(C)c(C)c2)cc1C | -5 | -6
COc1ccc(S(=O)(=O)N2C(=O)C(=O)c3ccccc32)cc1 | 16 | -3
CCNC(=O)C1CCCN(c2nc3ncn(CC(=O)NC4CCCCC4)c(=O)c3s2)C1 (stereo not drawn) | -5 | -4
Cc1ccc(N2C(=O)c3cccnc3C2CC(=O)N2CCC(C)CC2)cc1 (stereo not drawn) | -8 | 0
CCc1cccc(C)c1NC(=O)Cn1nnc(-c2nc(-c3ccccc3)no2)c1N | 1 | 2
Cn1c(=O)c(C(=O)Nc2ccc([N+](=O)[O-])cc2)cc2cccnc21 | -8 | 0
CC1C(=O)N(c2ccc(Br)cc2)CCN1C(=O)CC(C)(C)C (stereo not drawn) | -3 | -5
Clc1cc2c(c(C[n+]3ccccc3)c1)OCOC2 | · | -5
COc1ccc(Cl)cc1C(=O)Nc1ccc(I)cc1Cl | -2 | -5
Cc1nc2sccn2c(=O)c1NC(=O)CCC1CCCC1 | -9 | 0
Cc1cccc(C)c1NC(=O)C1(N(Cc2ccco2)C(=O)c2ccn[nH]2)CCCCC1 | 11 | 5
CCc1ccc(NC(=O)c2cc3n(n2)C(C(F)(F)F)CC(c2ccccc2)N3)cc1 (stereo not drawn) | 4 | 0
Cc1noc(C)c1CC(=O)N1CCn2c(nnc2-c2ccccc2)C1 | -5 | -5
CC1=C(C(=O)Nc2ccc(F)cc2)C(c2ccncc2)C2=C(CC(c3ccccc3)CC2=O)N1 (stereo not drawn) | 1&3 | 2&-14

Later entries:
Compound | mHTT CaM bind | Pf apPOL block
CCOc1ccc(NC(=O)C2(C)Oc3cccnc3N(C(C)C)C2=O)cc1 (stereo not drawn) | -8 | -2
Cc1nc(N2C(=O)C(=O)C(=C(O)c3ccccc3)C2c2cccs2)sc1C (stereo not drawn) | 35 | i
O=c1[nH]cnc2[nH]ncc12 | · | 0
CC(=O)Nc1ccc(NC2=C(N3CCCCC3)C(=O)c3ccccc3C2=O)cc1 | 12 | -1
CCn1nc(CNC(=O)c2ccc(Br)o2)c2ccccc21 | 5 | -4
Cc1sc2nc(CNC(C)C)[nH]c(=O)c2c1C | -5 | -2
C=C(C)CN(CC)Cc1cc(OC)c(OC)c(OC)c1 | -9 | -5
O=C(Nc1ccc(Cn2cncn2)cc1)c1ccc(F)cc1 | -8 | 2
C#CCN(C)C(=O)c1ccc(-c2ccc(OCC)cc2)s1 | -18 | 1
Cc1nn(CCCC(=O)Nc2cc(Oc3ccc(F)cc3)cc([N+](=O)[O-])c2)c(C)c1[N+](=O)[O-] | 49 | -2
COc1cccc(C2CC(c3cccc(C)c3)n3ncnc3N2)c1 (stereo not drawn) | -1 | 3
COc1ccc(C(=O)Nc2cc(C)c(C)cc2O)cc1Cl | 10 | 6
CC(C)CNC(=O)C1CN(C(=O)c2cccs2)CC12CCCCC2 (stereo not drawn) | -3 | -2
CCCNC(=O)c1ccc2ncnc(N3CCCC3)c2c1 | -3 | 2
O=C(NCCCn1nc(-c2cccs2)ccc1=O)Nc1ccc(F)cc1F | 1 | -1
CCN(CC)CCCNC(=O)C1CCCN(c2ncnc3c2nc2n3CCCCC2)C1 (stereo not drawn) | -5 | -1
COCCN1CC(C(=O)NCc2ccccc2Br)CC1=O (stereo not drawn) | -4 | -6
C1=CC(=C2SCCS2)C=C1 | · | 24
CCn1nc(CNC(=O)C2CCC2)c2ccccc21 | 0 | -1
O=C1NC(=O)C(=Cc2cccn2-c2cccc([N+](=O)[O-])c2)C(=O)N1 | 2 | -3
O=C(c1ccc(F)cc1)N1CCC(NS(=O)(=O)c2ccc(Cl)cc2)CC1 | -17 | 0
CC(C)n1c(-c2cccc(C(=O)N3CCOCC3)c2)nc2cccnc21 | -2 | -4
O=[N+]([O-])c1cc(Br)c2nsnc2c1Br | 30&41 | -6
CCCCN(C)C(=O)C1CCCN(c2cnn(Cc3ccccc3)c(=O)c2)C1 (stereo not drawn) | 7 | -6
Cc1ccc(CN2CCCN(c3cccc(NC(=O)C(C)C)c3)C2=O)cc1 | -1 | -4
CCc1cccc(C)c1NC(=O)COc1cc(C)nc(N2CCCC2)n1 | -5 | 0
Cc1cccc(C(=O)N2CCN(CCc3c[nH]c4ncccc34)CC2)c1 | -7 | 0
CCOc1ccccc1NC(=O)c1ccc(F)c(S(=O)(=O)NCCc2ccccc2)c1 | 9 | -3

Source: PubChem
